TGFb SMAD3 inh: blocks TGF-b signaling; HepG2 CAGA-GFP TGF-b/SMAD3 reporter, GFP fluorescence, 18 h; TGF-beta stimulated, 500 pg/mL final; 1.2% of 410,000 active; AID 588855; Potency, µM (doses to about 46.1 µM), for inactives: at the highest dose activity, negative = inhibition, usual class: inhibitors; also: potency is read from the fitted curve at half-maximal effect; % is scaled to controls: 0 for no effect and ±100 for the full control effect; nearly all actives have a fitted effect of over 65% in size
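Smad-responsive CAGA-GFP expression was quantified in HEPG2 cells exposed to compounds and 500 pg/mL final TGF-beta for 18 h at 37 degrees C; unstimulated wells defined full inhibition.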
Nrf2 inh: Nrf2 pathway inhibition. 2.1% of 360,000 active. A549 ARE-Fluc reporter, luciferase luminescence, 18-24 h. AID 504444. Potency, µM (titrated, usually from 46 µM), for inactives: at the highest dose activity change, negative = inhibition, most hits filed as inhibitors; also: potency is read from the fitted curve at half-maximal effect; % is scaled to controls: 0 for no effect and ±100 for the full control effect; nearly all actives have a fitted effect of over 60% in size
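A549 ARE_Fluc cells, 5000/well, 5% FBS OPTI-MEM; compounds in dose-response, 18-24 h at 37 °C/5% CO2; CellTiter-Fluor viability read (Ex 405/Em 525), then BugLite luciferase luminescence = Nrf2 activity.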
ATXN2 expr inh: ATXN2 expression inhibition. Potency, µM (highest dose often 57 µM), without a hit: at the top dose activity change, negative = inhibition, usual class: inhibitors. 0.72% of 360,000 active. AID 1745845. HEK-293 ATXN2-luciferase reporter, luminescence, 24 h; also: potency is read from the fitted curve at half-maximal effect; % is scaled to controls: 0 for no effect and ±100 for the full control effect; nearly all actives have a fitted effect of over 55% in size
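ATXN2-luciferase reporter cells (luciferase flanked by upstream and downstream ATXN2 gene portions) were treated 24 h at 37 °C with compounds at up to 57 uM. SteadyGlo luminescence gave expression; GF-AFC fluorescence gave viability.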
ATXN viability: viability counter-screen for ATXN expression inhibitors | S2 cells (HEK-293 line with an ATXN2-luciferase reporter) viability, CellTiter-Fluor protease fluorescence, 24 h | Potency, µM (highest dose often 56.7 µM), actives largely listed as cytotoxic | 0.49% of 400,000 active | AID 651635; also: potency is read from the fitted curve at half-maximal effect; nearly all actives have a fitted effect of over 40% in size
MCF10A rerep: DNA re-replication induction in MCF 10a cells; Potency, µM (top dose mostly 46.1 µM), for the others: at the highest dose activity, positive = re-replication, hits mostly activators; MCF 10A DNA re-replication, Hoechst nuclear intensity, 48 h; 2.9% of 350,000 active; also: potency is read from the fitted curve at half-maximal effect; % of control where 0% means no effect; nearly all actives have a fitted effect of over 50% in size
IL1B secr inh: inflammasome signaling inhibition, IL-1 beta readout | THP-1 LPS/ATP IL-1B secretion, AlphaLISA, 16 h; stronger effect = lower value | activity change, % at 57.5 µM | 4.7% of 360,000 active; in the data active = activity change below about -50%; inconclusive = mostly about -30% to -49%; also: % is scaled to controls: 0 for no effect and ±100 for the full control effect
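THP-1 cells pretreated 1 hr with compounds (up to 57.5 uM final), then stimulated with LPS (250 ng/mL final) plus ATP (1.25 mM final); secreted IL-1B measured by AlphaLISA after 16 hr, decreased signal indicating inhibition.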
Nrf2 activator: Nrf2 pathway activation; AREc32 ARE-luciferase reporter (MCF7-derived line), luminescence, 24 h; Potency, µM (top dose mostly 46.1 µM), inactives show at the top dose activation, actives largely listed as activators; 0.31% of 410,000 active; also: potency is read from the fitted curve at half-maximal effect; % of control where 0% means no effect; nearly all actives have a fitted effect of over 65% in size
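Quantitative high-throughput format: AREc32 reporter cells, 1000 per well, received compound by pin transfer and were incubated 24 hr at 37 deg C, 5% CO2, before Steady-Glo luminescence detection.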
HepG2 tox: HepG2 cytotoxicity, counter-screen for TGF-b inhibitors; HepG2 CAGA-GFP viability, ATP luminescence, 18 h; Potency, µM (titrated, usually from 46.1 µM), for inactives: at the highest dose activity change, negative = cytotoxicity, actives largely listed as cytotoxic; AID 588856; 0.76% of 410,000 active; also: potency is read from the fitted curve at half-maximal effect; some results filed as inactive show a strong effect at the top dose
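CellTiter-Glo luminescence gave cytotoxicity after 18 hours at 37 degrees C. The cells were HepG2 CAGA-GFP in 1% FBS DMEM, stimulated with 500 pg/mL TGF-beta after compound addition. %Activity was normalised to no-cell wells (complete cell-killing) and DMSO (no toxicity), and curves were fitted and classified.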
A549 viability: A549 cytotoxicity, counter-screen for Nrf2 inhibitors. A549 ARE-Fluc cells, CellTiter-Fluor viability, 18-24 h. Potency, µM (series often up to 46 µM), for inactives: top-dose activity change, negative = cytotoxicity, usual class: inhibitors. 0.16% of 390,000 active. AID 504648; also: potency is read from the fitted curve at half-maximal effect; % is scaled to controls: 0 for no effect and ±100 for the full control effect
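Cytotoxicity counterscreen: CellTiter-Fluor fluorescence was measured in A549 ARE_Fluc cells after 18-24 h of compound exposure in a concentration series. The subsequent BugLite luminescent read reports ARE-luciferase activity.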
Starred values were filed as active, the others as inactive; i = inactive; ? = inconclusive; nt = no result given; & = joins results of further samples; [ ] = another dose, or the depositor's remark. Unless noted, calls follow the shape of the dose curve; as a rule, active = well fitted curve in the direction sought with a large enough effect; inconclusive = small, poorly fitted or top-dose-only effect, or another doubt; inactive = no such curve, though single readings can be large; an effect the other way counts as inactive or inconclusive.

Results follow in this order: TGFb SMAD3 inh, Nrf2 inh, ATXN2 expr inh, ATXN viability, MCF10A rerep, IL1B secr inh, Nrf2 activator, HepG2 tox, A549 viability
> Cc1ccc(N2CC(C(=O)Nc3cccnc3)CC2=O)cc1Cl (stereo not given)
 : 10%, -5%, -3%, i, -5%, 29, -0.9%, 0%, 0%
> O=C(NCC(=O)N1CCC(N2CCCCC2)CC1)C1CCCCC1
 : -15%, 2%, 19%, ?, -1%, 15, -0.7%, 7%, nt
> CCN(C(=O)c1cc2c(=O)n3ccccc3nc2n1CCCOC)C1CCCCC1
 : -14%, -21%, -13%, ?, ?, -1, -0.1%, -5%, 7%
> Cc1ccc(S(=O)(=O)N2CCCOC2CNC(=O)C(=O)NCCN2CCOCC2)cc1 (stereo not given)
 : 18%, 4%, -3%, i, 11%, -5, 0.3%, -27%, -9%
> O=C(/C=C/NNC(=O)c1ccc(Br)cc1)c1ccccc1
 : -5%, ?, -20%, i, ?, 8, 6.8%, -28%, ?
> CCC(=O)N1N=C(c2ccc(OC)cc2)CC1c1cn(-c2ccccc2)nc1-c1cccs1 (stereo not given)
 : 2%, -6%, -10%, i, nt, nt, -0.5%, -6%, -8%
> COc1ccc2nc(NC(=O)C3CC(=O)N(c4ccccc4)C3)sc2c1 (stereo not given)
 : -2%, 10%, -8%, i, 22%, -57*, -0.3%, -4%, 1%
> O=C(O)Cn1ccc2cc(S(=O)(=O)N3CCCCCC3)ccc21
 : 6%&-13%, 1%&20%, 0%&0%, i, 5%, 12, -1.1%&-0.5%, 8%&8%, 0%&-1%
> O=S(=O)(NCCCCCNS(=O)(=O)c1ccc(F)cc1)c1ccc(F)cc1
 : -6%, -34%, -18%, i, -14%, 10, -0.2%, -34%, -2%
> COCCOC(=O)N1CCCCC1c1cc(C(=O)NCc2ccc(Cl)c(Cl)c2)no1 (stereo not given)
 : ?, nt, -22%, i, nt, -15, 0.9%, -7%, nt
> CC1CCN(CC(CS(=O)(=O)c2ccc([N+](=O)[O-])cc2)N2CCC(C)CC2)CC1 (stereo not given)
 : -14%, 23µM*, 3%, i, 1.8µM*, -76*, 2.6%, -15%, ?
> O=C(c1cccc2c1C(=O)N(Cc1cccnc1)C2)N1CCN(c2ccccc2)CC1
 : -8%, -10%, -14%, i, -5%, -2, -0.3%, -15%, -7%
> CC(C(=O)Nc1ccc(F)c(F)c1)N1CCN(C)CC1 (stereo not given)
 : 10%, -11%, -2%, i, -16%, 0, 0.0%, 34%, -7%
> FC(F)(F)c1cccc(-c2noc(CN3CCOCC3)n2)c1
 : 10%, 5%, 13%, i, ?, 12, 3.3%, 9%, 5%
> CCCCNS(=O)(=O)c1ccc2nc(SCC(=O)c3ccccc3OC)[nH]c2c1
 : -29%, ?, ?, i, ?, ?, 3.8%, -35%, -6%
> Cc1nnc(SCC(=O)Nc2ccccc2C(=O)NC2CC2)s1
 : 3%, 6%, -8%, i, 1%, 11, -0.5%, -5%, 1%
> Cc1nc(N/N=C/c2ccc(O)cc2)c2cnn(-c3ccccc3)c2n1
 : -12%, ?, -14%, ?, ?, -74*, 2.2%, 16µM*, -1%
> Cc1ccc(Cn2cnc3c(cnn3-c3ccc(F)cc3)c2=O)cc1
 : -8%, ?, -28%, ?, 8%, 12, 0.4%, 2%, -5%
> CN(CCC#N)C(=O)COC(=O)/C=C/c1ccc2c(c1)OCO2
 : -13%, 0%, 5%, i, -3%, -8, 6.9%, -20%, -6%
> CCc1ccc(NC(=O)c2ccccc2NC(=O)C2CCCO2)cc1 (stereo not given)
 : 1%, ?, 66%[activator], i, 2%, 0, 7.2%, -16%, -1%
> O=C(O)CC1(O)C(=O)N(Cc2ccccc2)c2ccccc21 (stereo not given)
 : -2%, 3%, -17%, i, 1%, 14, 0.0%, 6%, 11%
> CCOc1ccc(NS(=O)(=O)c2ccc(OCC(=O)NCCCOC)cc2)cc1
 : -29%, -8%, -3%, i, -9%, 6, -0.5%, 6%, 26%
> O=C(Oc1c(CN2CCOCC2)cc(Cl)c2cccnc12)c1ccccc1F
 : ?, -10%, ?, nt, 18µM*, 32, 2.8%, -53%, -10%
> COCCCn1c(=N)c(C(=O)NCc2ccco2)cc2c(=O)n3ccccc3nc21
 : 0%, 11%, -17%, nt, nt, nt, 0.8%, 9%, -12%
> C[C@H]1CN([C@@H](C)CO)S(=O)(=O)c2ccc(Br)cc2O[C@H]1CN(C)C(=O)CN(C)C
 : -1%, nt, 4%, i, nt, 5, -0.4%, 20%, nt
> CCN1C(=NCCc2ccccn2)N[C@@H](c2cccc(C(F)(F)F)c2)C(C(=O)OC)=C1C
 : 10%&3%, 9%, -9%, i, -9%, ?, -0.5%, -3%&-42%, -4%
> C=CCNc1nc2c(c(=O)n(C)c(=O)n2C)n1CC
 : -1%, -15%, 2%, i, -4%, 9, 0.4%, -21%, 1%
> Cc1ccnc2nc(C(=O)OCC(=O)NCc3cccc(Cl)c3)nn12
 : -21%, 13%, 7%, i, 3%, -1, -0.7%, -3%, 3%
> Cc1cccc(C(=O)O/N=C2\CCS(=O)(=O)c3sccc32)c1
 : -1%, 12%, 9%, i, -4%, 39, 0.3%, -20%, 11%
> COc1ccc(/C=N/NC(=O)CN2CCSCC2)cc1C
 : 10%, 16%, 2%, i, 14%, -16, -0.2%, -14%, 1%
> CC1CCN(C(=O)c2ccc3c(c2NCCO)C(=O)c2ccccc2C3=O)CC1
 : ?, nt, -16%, ?, 9%, -23, -0.3%, -9%, ?
> OCCNc1nc(N2CCCCC2)nc2ccccc12
 : 5%, 0%, -5%, i, 2%, 12, -0.3%, 0%, -7%
> COc1cccc(NC(=O)COc2nc3ccccc3nc2C)c1
 : -2%, ?, 3%, i, -48%[inhibitor], 24, 2.4%, -22%, 2%
> CC(C)COc1ccc(C2=NC(c3ccncc3)=Nc3ccc(F)cc3N2)cc1
 : -5%, 24%, -8%, i, nt, nt, 4.4%, -1%, 5%
> CCN(Cc1ccccc1)S(=O)(=O)c1ccc(N2CCCCS2(=O)=O)cc1
 : -22%, nt, -22%, i, nt, nt, 0.0%, -19%, 0%
> COc1ccc(-c2n[nH]c(=S)n2-c2ccc(Br)cc2)cc1OC
 : 6%, 3%, 34%, ?, 4%, 15, -0.7%, -7%, 2%
> Cc1ccccc1S(=O)(=O)Cc1ccc(C(=O)NC2CCC(C)CC2)o1 (stereo not given)
 : 10%&-13%, -3%&1%, 7%&6%, i, 4%, -3, -0.2%&-1.2%, 3%&-12%, 9%&-11%
> Cn1c(N2CCCC2)nc2c1c(=O)n(Cc1cccc(F)c1)c(=O)n2C
 : -15%, -5%, -14%, i, 11%, -10, 0.1%, 24%, 27%
> Cc1nc2c(C)cccn2c(=O)c1NC(=O)c1ccco1
 : -18%, 3%, 2%, i, 2%, -2, -0.1%, 0%, 0%
> O=C(CCCN1C(=O)c2ccccc2C1=O)Oc1ccc(Cl)cc1
 : 0%, -3%, -3%, i, ?, 0, -0.1%, 0%, -12%
> COc1ccc(-c2nnc(SCC(=O)NC3CCCCC3)o2)cc1OC
 : -13%, -16%, 3%, i, -1%, -12, 0.3%, 6%, -13%
> COc1cccc(-c2cc(C(F)(F)F)nc(NCc3ccc(F)cc3)n2)c1
 : ?, 6%[9.27 µM], 4%, i, nt, nt, 2.4%, -31%, 1%
> Cc1ccc(-c2cc(C(=O)O)c3cc(Br)ccc3n2)s1
 : -17%&-3%, 2%&2%, 20%, i, 24%&15%, -7&14, -0.5%&-0.5%, -20%&-3%, -8%&-1%
> O=c1/c(=C\c2cc([N+](=O)[O-])cc([N+](=O)[O-])c2O)sc2nc3ccccc3n12
 : -25%, 1%, 6%, ?, 6%, 29, 3.3%, 8%, -17%
> NS(=O)(=O)c1ccc(N2CCOCC2)c(C(=O)NCc2cccs2)c1
 : 13%, 0%, 2%, i, 2%, 21, 3.0%, -5%, 2%
> CCN(CC)c1ccc(C2Nc3ccccc3-c3cc(C)nn32)cc1 (stereo not given)
 : ?, 15%, -5%, i, nt, nt, 6.2%, -31%, -3%
> NC(=O)C1(N2CCCCC2)CCN(CC(=O)Nc2ccccc2Sc2ccccc2)CC1
 : ?, -24%, -29%, ?, 8%, -79*, 1.8%, -44%, -13%
> C(=C\c1ccccc1)/C=N/Nc1nc2ccccc2s1
 : -11%, ?, 94%[activator], i, -3%, -3, 17%, -24%, -3%
> CCc1ccc2[nH]c(=O)c(CN(Cc3ccccc3)Cc3nnnn3Cc3ccccc3)cc2c1
 : -11%, ?, nt, nt, nt, nt, nt, -3%, ?
> CCCn1c2ccccc2c2cnn(CC(=O)N(CCCOC(C)C)Cc3ccco3)c(=O)c21
 : ?, ?, ?, ?, nt, nt, 0.3%, -33%, -21%

Following part
Results follow in this order: TGFb SMAD3 inh, Nrf2 inh, ATXN2 expr inh, ATXN viability, MCF10A rerep, IL1B secr inh, Nrf2 activator, HepG2 tox, A549 viability
> O=C(COC(=O)/C=C/c1ccc(Cl)cc1)NCc1cccs1
 : -3%, nt, nt, i, nt, 11, 0.5%, -11%, nt
> CC(=O)N1c2ccc(S(=O)(=O)N3CCC(C(=O)N4CC(C)CC(C)C4)CC3)cc2CC1C (stereo not given)
 : -1%, 1%, 0%, i, 7%, -14, -0.5%, 3%, 2%
> O=C(COC(=O)Cc1ccc([N+](=O)[O-])cc1)NC1CCCCCC1
 : -1%, 6%, 9%, i, -4%, 15, 0.2%, 2%, 0%
> Oc1ccc(Br)cc1C1C=C(c2ccc3c(c2)OCO3)NC(c2c(F)cccc2Cl)N1 (stereo not given)
 : ?, -3%, nt, nt, nt, nt, nt, -89%, -3%
> COc1ccc(NC(=O)NCCN2CCCCC2)cc1
 : 3%, 1%, nt, i, -1%, 12, 0.5%, 19%, 4%
> COc1ccc(C=O)cc1Cn1ccnc1C
 : 3%, 15%, -8%, i, ?, -8, 0.0%, -4%, -3%
> CCCCC(=O)NC(=S)Nc1cccc(NC(=O)c2ccccc2)c1
 : -21%, ?, -2%[11.3 µM], i, ?, ?, 6.8%, -32%, 1%

Bioassay records: PubChem BioAssay, National Center for Advancing Translational Sciences (NCATS)
